Source: PubChem
Efa HMGR inh: inhibitors of E. faecalis class II HMGR, primary screen, biochemical, Enterococcus faecalis; HMG-CoA reductase (Enterococcus faecalis, mvaE); actives 0.41% (n = 190,000); AID 1066, 2008; inhibition, % at 10 µM; purified E. faecalis HMGR, NADPH absorbance 340 nm kinetic;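 active means inhibition above a set limit, the median over all tested compounds plus 3 SD, cut at about 9.5% in these data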;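 further: enzyme runs in reverse so mevalonate oxidation gives rising NADPH absorbance; 0% = complete reaction with DMSO and 100% = background rate lacking mevalonate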
TNAP inh noacc: human TNAP enzyme inhibitors, primary screen, biochemical, luminescent, no phosphate acceptor, uHTS; purified TNAP, CDP-star luminescence, 30 min; actives 0.26% (n = 200,000); AID 1012, 2008; inhibition, % at 20 µM;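 active means tissue-nonspecific alkaline phosphatase inhibition above about 50% at 20 µM in the single-dose screen, limit read from the data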;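 further: 0% = DMSO negative control and 100% = EDTA positive control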
Target sequence (P05186 whole entry, looked up): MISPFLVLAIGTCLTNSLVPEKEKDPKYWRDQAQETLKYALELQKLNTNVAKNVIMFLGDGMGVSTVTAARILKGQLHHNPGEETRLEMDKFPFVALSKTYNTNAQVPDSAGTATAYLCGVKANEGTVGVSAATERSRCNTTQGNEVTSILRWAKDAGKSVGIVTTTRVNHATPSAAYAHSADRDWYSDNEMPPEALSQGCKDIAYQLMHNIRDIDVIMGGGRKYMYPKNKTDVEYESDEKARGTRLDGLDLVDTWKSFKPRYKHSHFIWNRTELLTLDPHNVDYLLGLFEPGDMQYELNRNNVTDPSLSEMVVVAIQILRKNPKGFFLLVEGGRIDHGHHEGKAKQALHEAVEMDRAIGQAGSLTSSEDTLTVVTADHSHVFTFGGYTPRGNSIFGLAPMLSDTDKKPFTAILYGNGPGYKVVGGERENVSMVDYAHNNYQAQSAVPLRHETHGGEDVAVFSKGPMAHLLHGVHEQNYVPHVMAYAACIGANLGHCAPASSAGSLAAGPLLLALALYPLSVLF
TNAP inh hi DEA: human TNAP enzyme inhibitors, primary screen, biochemical, luminescent, high phosphate acceptor level, uHTS; actives 0.03% (n = 200,000); AID 1135, 2008; Alkaline phosphatase, tissue-nonspecific isozyme (Homo sapiens), P05186; purified TNAP, CDP-star luminescence, 1 M DEA; inhibition, % at 20 µM;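 active means over 50% inhibition of tissue-nonspecific alkaline phosphatase at 20 µM in the single-dose screen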;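 further: plate controls were DMSO wells for no effect and EDTA-quenched wells as full inhibition for full effect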
bIAP inhibitor: bovine intestinal alkaline phosphatase inhibitors, primary screen, selectivity assay for TNAP inhibitor project, biochemical, bovine IAP, CDP-star luminescence. inhibition, % at 20 µM. purified bovine IAP, 30 min. 190,000 tested, under 10 active. AID 1019, 2008. alkaline phosphatase, intestinal [Bos taurus];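 active means over 50% inhibition of intestinal alkaline phosphatase at 20 µM in the single-dose screen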
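Incubation: 30 min reaction at room temperature / Material: purified bovine intestinal alkaline phosphatase (IAP) enzyme / Input: enzyme at 1/65,000,000 dilution / Dosing: 20 µM single dose / Signal: CDP-star luminescence signal / Reagent: CDP-star chemiluminescent phosphatase substrate, 30 µM final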
TNAP act hiacc: TNAP activators at high phosphate acceptor level, primary screen, biochemical, luminescence, uHTS | activation factor at 20 µM | 200,000 tested, under 10 active | purified TNAP, CDP-star luminescence, 1 M DEA, 30 min; hits give high values; 0 = EDTA background, 1 = DMSO-only activity;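 active means activation factor at least 2 at 20 µM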
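Assay system: human TNAP; Input: enzyme diluted 1/800 final; Reagent: CDP-star luminogenic substrate at 100 µM final; Timing: 30 min, room temperature; Signal: luminescence; Evaluation: TNAP activation factor scaled between EDTA and DMSO control wells.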
bIAP act: bovine intestinal alkaline phosphatase activators, primary screen, biochemical, bovine IAP, CDP-star luminescence; alkaline phosphatase, intestinal [Bos taurus]; actives 0.17% (n = 200,000); AID 1016, 2008; activation factor at 20 µM; purified bovine IAP, 30 min; hits give high values; fold of DMSO-control signal, blank-subtracted;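 active means activation factor of 2 or more at 20 µM, a signal rise over negative controls twice the positive control's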
PPARg SRC-3 ag: PPARgamma agonists recruiting SRC-3 coactivator, primary screen, biochemical. biochemical PPARgamma/SRC-3 coactivator recruitment assay. actives 0.26% (n = 200,000). activation, % at 8 µM. Peroxisome proliferator-activated receptor gamma (Homo sapiens), P37231; in the data active means activation above about 23%;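 further: 0% = DMSO and 100% = reference agonist; some compounds past the cut are filed as inactive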
Target sequence (P37231 whole entry, looked up): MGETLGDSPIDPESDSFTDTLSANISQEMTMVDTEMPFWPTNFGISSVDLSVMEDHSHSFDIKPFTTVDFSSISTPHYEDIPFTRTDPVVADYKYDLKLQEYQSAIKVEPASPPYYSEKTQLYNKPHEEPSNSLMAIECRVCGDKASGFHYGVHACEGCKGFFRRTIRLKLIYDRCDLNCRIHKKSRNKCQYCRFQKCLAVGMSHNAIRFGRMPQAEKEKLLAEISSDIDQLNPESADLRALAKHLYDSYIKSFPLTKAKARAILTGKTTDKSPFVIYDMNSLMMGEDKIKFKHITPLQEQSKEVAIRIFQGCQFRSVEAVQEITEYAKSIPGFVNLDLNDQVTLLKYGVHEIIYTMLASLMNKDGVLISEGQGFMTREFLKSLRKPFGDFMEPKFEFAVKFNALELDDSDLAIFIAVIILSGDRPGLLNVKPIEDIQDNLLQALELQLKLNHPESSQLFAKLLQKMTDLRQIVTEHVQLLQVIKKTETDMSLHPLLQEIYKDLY
TR-FRET SRC-2 ct: TR-FRET signal artefacts, primary screen, artefact control for PPARgamma SRC-2 agonist project, biochemical; TR-FRET artefact counter-screen; hits give high values; TR-FRET ratio at 8 µM; actives 0.4% (n = 200,000); in the data active means TR-FRET ratio above about 2000; further: inactives centre near 1500
PPARg SRC2 recr: agonists of PPARg-SRC-2 recruitment, primary screen, biochemical, HTS. Peroxisome proliferator-activated receptor gamma (Homo sapiens), P37231. PPARgamma LBD-SRC-2 recruitment. activation, % at 8 µM. actives 0.34% (n = 200,000). AID 1032, 2008; in the data active means activation above about 22%;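 further: 0% = vehicle and 100% = reference agonist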
PPARg SRC-1 ag: PPARgamma agonists recruiting SRC-1 coactivator, primary screen, biochemical; actives 0.41% (n = 200,000); Peroxisome proliferator-activated receptor gamma (Homo sapiens), P37231; PPARgamma-SRC-1 coactivator recruitment biochemical assay; activation, % at 8 µM; in the data active means activation above about 19%;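 further: 0% = DMSO and 100% = reference agonist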
An asterisk follows results filed as active; . = not tested or not shown.

Compound | Efa HMGR inh | TNAP inh noacc | TNAP inh hi DEA | bIAP inhibitor | TNAP act hiacc | bIAP act | PPARg SRC-3 ag | TR-FRET SRC-2 ct | PPARg SRC2 recr | PPARg SRC-1 ag
Cc1cccc2cc(C#N)c(SCC(=O)N3CC(=O)Nc4ccccc43)nc12 | -11 | 7 | -5 | -5 | 1.1 | 1.1 | 0 | 1718 | 1 | 2
Cc1cccc(-n2c(=S)[nH]c3sc4c(c3c2=O)CCc2ccccc2-4)c1 | -1 | -12 | -3 | 10 | 1 | 0.9 | 21 | 2315* | 36* | 26*
O=C(CC(C(=O)O)C1CCCO1)Nc1cccc(C(F)(F)F)c1 (stereo not given) | -4 | -10 | -4 | -5 | 1 | 1.1 | -10 | 1575 | -8 | 6
CCOC(=O)N1CCN(c2c(-c3ccccc3)c3cc(Cl)ccc3[nH]c2=O)CC1 | -4 | 5 | 1 | -5 | 1 | 1 | -10 | 1485 | 5 | -2
Oc1ccc(C[C@@H]2CNC(=S)N2CCCCC2CCCCC2)cc1 | -2 | -5 | -5 | 40 | 1.1 | 0.6 | 1 | 1638 | 4 | 2
COC(=O)c1ccccc1NC(=O)CC(NCc1ccccc1)C(=O)O (stereo not given) | . | . | . | . | . | . | 0 | 1449 | 3 | 1
O=C(Cc1ccc(Cl)cc1Cl)OCC(=O)N1CCN(C(=O)c2ccco2)CC1 | -1 | -5 | -2 | -12 | 1 | 1.1 | 0 | 1632 | 3 | -4
CCCNC(=O)C(=O)c1cccn1-c1ccsc1C(=O)OC | -1 | -14 | -2 | 9 | 1 | 0.9 | 0 | 1435 | 6 | 1
Nc1ccc2oc(-c3cccs3)nc2c1 | 1 | 6 | -6 | 4 | 1.1 | 1 | 3 | 1709 | 1 | 14
COc1cc(C2N(c3ccccn3)C(=O)C3CCCN32)cc(OC)c1OC (stereo not given) | 1 | -15 | -5 | 2 | 1.1 | 1 | -3 | 1724 | 7 | -2
COC(=O)Cc1csc(Nc2ccccc2Cl)n1 | -8 | -15 | 2 | 8 | 1 | 0.9 | 5 | 1517 | 10 | 7
Cc1n[nH]c(=S)n1/N=C/c1ccc(Br)o1 | 2 | 0 | -1 | 12 | 1 | 0.9 | 5 | 1671 | 7 | 8
COc1ccccc1Oc1ncnc2c1oc1ccccc12 | -4 | 0 | 2 | -9 | 1 | 1.1 | -3 | 1351 | 0 | -1
Cc1cc2nc(SCC(=O)N(C)C)c3c(c2cc1C)CCCC3 | -4 | -5 | -1 | -7 | 1 | 1.1 | -3 | 1515 | -3 | -4
CC(NC(=O)c1ccccc1)C(=O)OCC(=O)N1c2ccccc2Sc2ccccc21 (stereo not given) | -8 | -8 | -4 | 15 | 1 | 0.8 | 0 | 1439 | -4 | -2
OCCN1CCN(CC(O)COc2ccc(C34CC5CC(CC(C5)C3)C4)cc2)CC1 (stereo not given) | 4 | -6 | 0 | -9 | 1 | 1.1 | 0 | 1674 | 4 | 16
CCOc1ccc2[nH]cc(C(=O)N3CCN(CC)CC3)c(=O)c2c1 | -3 | -2 | 2 | 6 | 1 | 0.9 | -6 | 1355 | -5 | -6
Cc1ccc(CNc2ncnc3cc(Cl)ccc23)o1 | -4 | -13 | 0 | 12 | 1 | 0.9 | 12 | 1601 | 6 | 5
COc1ccc(C2C(C#N)=C(C)NC(C)=C2C#N)c(OC)c1 | 0 | -20 | -5 | -18 | 1 | 1.2 | -1 | 1486 | 1 | 10
O=C(Cc1cccs1)Nc1nnc(SCc2ccc(Br)cc2)s1 | -4 | -8 | -1 | 24 | 1 | 0.8 | 0 | 1491 | 2 | -1
COC(=O)/C=C1\S/C(=N/NC(=O)c2ccc(OC)cc2)NC1=O | -4 | -75 | 17 | -11 | 0.8 | 1.1 | 5 | 1419 | 10 | 5
CCCCC(=O)NC(=S)Nc1cccc(NC(=O)c2ccccc2)c1 | 4 | -7 | 0 | -31 | 1 | 1.3 | -3 | 1441 | -5 | -1
O=C(C1CCN(Cc2cn[nH]c2-c2ccc(F)cc2F)CC1)N1CCOCC1 | -6 | 51* | -5 | -9 | 1.1 | 1.1 | 1 | 1826 | 6 | 8
CC12CCC(C(=O)N3CCN(C(=O)C45CCC(C)(C(=O)O4)C5(C)C)CC3)(OC1=O)C2(C)C | . | . | . | . | . | . | -2 | 1597 | 1 | 7
COc1ccc(Cc2c(O)nc(SC)n(C(C)=O)c2=O)cc1 | -4 | -6 | 1 | 16 | 1 | 0.8 | 3 | 1516 | -7 | -6
Cc1ccc(/C(N)=N/OC(=O)Cc2cccc3ccccc23)cc1 | -4 | -3 | -6 | 2 | 1.1 | 1 | -2 | 1585 | 3 | -4
COc1cc(Nc2nc(SCC#N)nc3ccccc23)cc(OC)c1OC | -5 | -10 | -4 | 0 | 1 | 1 | 2 | 1484 | -8 | 6
CC(=O)c1ccc(N2CCN(C(=O)C3CCN(S(=O)(=O)Cc4ccccc4)CC3)CC2)cc1 | -3 | -7 | -6 | 6 | 1.1 | 0.9 | -7 | 1410 | -2 | -2
Cc1cnc(C(=O)OCC(=O)Nc2ccc(Oc3ccccc3)cc2)cn1 | -1 | -6 | 1 | 8 | 1 | 0.9 | 0 | 1466 | 1 | -2
Cc1csc(SCC(=O)Nc2ccc(Cl)cn2)n1 | -3 | -2 | -5 | 24 | 1.1 | 0.8 | -3 | 1484 | 3 | 5
CCN(CC)S(=O)(=O)c1ccc(N2CCCC2)c(NS(=O)(=O)c2cccs2)c1 | -11 | -6 | 2 | -3 | 1 | 1 | 3 | 1742 | -2 | 7
COCCNC(=O)c1ccc(CS(=O)(=O)c2ccc(Cl)cc2)o1 | -2 | -7 | -3 | 0 | 1 | 1 | 0 | 1407 | -2 | -6
Cc1ccc(S(=O)(=O)NCCCN2CCOCC2)c(C)c1 | -13 | -15 | -9 | 3 | 1.1 | 1 | 2 | 1519 | 2 | 6
Cc1cccc(OCC(=O)Nc2nonc2NC(=O)COc2cccc(C)c2)c1 | -1 | . | . | . | . | . | 4 | 1479 | 1 | -3
COc1ccc2ccc3c(c2c1)N=CC1(O3)N(C)c2ccccc2C1(C)C (stereo not given) | 4 | -10 | -4 | 8 | 1 | 0.9 | 12 | 1661 | 17 | 6
COc1ccc(C2=Nc3ccc(C)cc3C(c3ccccc3)N2CC(=O)NN)cc1 (stereo not given) | 3 | -14 | -5 | -14 | 1 | 1.1 | 2 | 1519 | 5 | 0
Cc1cc2ccccn2c1C(=O)c1nc(NCc2ccco2)ncc1Cl | -3 | -4 | -3 | 2 | 1 | 1 | -1 | 1456 | -3 | 0
Cc1ccccc1COc1ccc(/C(O)=C2/C(=O)C(=O)N(CCCn3ccnc3)C2c2ccco2)cc1 (stereo not given) | . | 0 | -5 | -48 | 1.1 | 1.5 | . | . | . | .
Cc1ccccc1Cn1c(=O)n(CCCC(=O)NCc2ccco2)c(=O)c2ccccc21 | -7 | -3 | 4 | 0 | 1 | 1 | -1 | 1772 | -3 | 6
CC(=O)N1CCN(C2=NC(=O)C(=C3CCCCC3)S2)CC1 | -1 | -5 | 2 | 4 | 1 | 1 | 4 | 1485 | -2 | 3
COc1cc(CNCCO)cc(Br)c1OCc1ccccc1Cl | -1 | -5 | -3 | -7 | 1 | 1.1 | 1 | 1432 | -9 | -9
CNc1c([N+](=O)[O-])cnn1-c1ccc(Cl)cc1Cl | 4 | -7 | -2 | 2 | 1 | 1 | 8 | 1644 | 2 | 0
O=C(CN1C(=O)CCC1=O)Nc1nc(-c2ccc(Cl)s2)cs1 | -6 | 0 | 5 | -4 | 1 | 1 | -3 | 1477 | 4 | 3
COc1ccccc1CC(=O)N1CCN(c2ccc([N+](=O)[O-])cc2)CC1 | 5 | -4 | 6 | 5 | 0.9 | 1 | -2 | 1461 | -5 | -6
O=c1[nH]c(SCc2ccccc2)nc2ccsc12 | 0 | -12 | -7 | 0 | 1.1 | 1 | 3 | 1555 | 8 | 13
CCCc1nc2ccccc2c(=O)n1/N=C/c1ccccc1O | 0 | -10 | -6 | 2 | 1.1 | 1 | -7 | 1340 | -7 | 0
O=C(Nc1ccc([N+](=O)[O-])cc1)C1(c2ccccc2)CCOCC1 | 0 | -7 | -6 | 10 | 1.1 | 0.9 | -1 | 1549 | 0 | -6

An excerpt of these results, with two lines to a compound:
Every second line gives: Efa HMGR inh, TNAP inh noacc, TNAP inh hi DEA, bIAP inhibitor, TNAP act hiacc, bIAP act, PPARg SRC-3 ag, TR-FRET SRC-2 ct, PPARg SRC2 recr, PPARg SRC-1 ag
> CCN(CC)S(=O)(=O)c1ccc(N2CCCC2)c(NS(=O)(=O)c2cccs2)c1
  -11, -6, 2, -3, 1, 1, 3, 1742, -2, 7
> COCCNC(=O)c1ccc(CS(=O)(=O)c2ccc(Cl)cc2)o1
  -2, -7, -3, 0, 1, 1, 0, 1407, -2, -6
> Cc1ccc(S(=O)(=O)NCCCN2CCOCC2)c(C)c1
  -13, -15, -9, 3, 1.1, 1, 2, 1519, 2, 6
> Cc1cccc(OCC(=O)Nc2nonc2NC(=O)COc2cccc(C)c2)c1
  -1, ., ., ., ., ., 4, 1479, 1, -3
> COc1ccc2ccc3c(c2c1)N=CC1(O3)N(C)c2ccccc2C1(C)C (stereo not given)
  4, -10, -4, 8, 1, 0.9, 12, 1661, 17, 6
> COc1ccc(C2=Nc3ccc(C)cc3C(c3ccccc3)N2CC(=O)NN)cc1 (stereo not given)
  3, -14, -5, -14, 1, 1.1, 2, 1519, 5, 0
> Cc1cc2ccccn2c1C(=O)c1nc(NCc2ccco2)ncc1Cl
  -3, -4, -3, 2, 1, 1, -1, 1456, -3, 0
> Cc1ccccc1COc1ccc(/C(O)=C2/C(=O)C(=O)N(CCCn3ccnc3)C2c2ccco2)cc1 (stereo not given)
  ., 0, -5, -48, 1.1, 1.5, ., ., ., .
> Cc1ccccc1Cn1c(=O)n(CCCC(=O)NCc2ccco2)c(=O)c2ccccc21
  -7, -3, 4, 0, 1, 1, -1, 1772, -3, 6
